Rev-RRE block = HIV Rev-RRE protein-RNA interaction inhibition | P05866 | AID 704 | 97,000 tested, 0.79% active | Rev peptide-RRE RNA binding, FRET | inhibition, % at 8 µM;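 active = inhibition above the screen-wide mean plus 3 SD, cut at about 35% in these data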;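 also: 0% = median DMSO wells and 100% = median Neomycin B control wells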
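assay system = Cy5-tagged RRE RNA duplex with fluorescein-tagged Rev peptide | incubation = 5 + 15 min at 25 °C | also added = labelled Rev peptide | measure = % inhibition of FRET ratio versus controls | benchmarks = DMSO wells as 0% and neomycin B wells as 100% inhibition | measured by = FRET fluorescence readout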
EphB4 antag = blocks human EphB4 binding to ephrin-B2; EphB4 LBD / TNYL-RAW-Alexa532 peptide, fluorescence polarization; inhibition, % at 7 µM; 97,000 tested, 0.15% active; AID 720;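 active = inhibition above the screen-wide mean inhibition plus 3 SD, cut at about 15% in these data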;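 also: 0% = DMSO wells and 100% = excess unlabeled TNYL-RAW peptide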
FAK inh = blocks human focal adhesion kinase activity; Q05397; biochemical FAK kinase activity assay; inhibition, %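 (tested at 7 µM)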; 97,000 tested, 0.84% active; AID 727; in the data active = inhibition above about 19%;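 also: 0% = DMSO and 100% = reference compound high control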
F-actin modifier = modifiers of cytoskeleton assembly. HUVEC TNFa F-actin phalloidin imaging, high content. inhibition, % at 2 µM. 91,000 tested, 0.18% active;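 active = inhibition above the batch mean plus 3 SD and confirmed as a hit by visual image inspection, cut at about 30% in these data, passing the limit was not always enough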; also: strong numbers were not always called active
Plk1 PBD FP = blocks phosphopeptide binding to human Plk1 polo box domain | Plk1 PBD phosphopeptide binding, fluorescence polarization | 97,000 tested, 0.13% active | inhibition, %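 (tested at about 20 µM)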 | P53350; in the data active = inhibition above about 34%, passing the limit was not always enough
PTPN22 inh 2 = LYP (human) phosphatase inhibition. inhibition, % at 2 µM. 96,000 tested, 0.21% active. Q9Y2R2. recombinant LYP catalytic domain, DiFMUP fluorescence;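 active = inhibition at 2 µM at or above a set limit, the screen mean plus 3 SD, cut at about 24% in these data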;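 also: 0% = DMSO with enzyme and 100% = enzyme fully blocked by orthovanadate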
PLK1 kinase inh = PLK1 (human) kinase inhibition | recombinant PLK1 kinase, TR-FRET peptide phosphorylation | 97,000 tested, 0.53% active | AID 619 | inhibition, % at 10 µM | P53350;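 active = inhibition of 50% or more in the single-concentration screen; inactive = inhibition below 50%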;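 also: 0% = DMSO max control and 100% = H-89 dihydrochloride min control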
LYP act = increases human PTPN22 phosphatase activity; Q9Y2R2; recombinant LYP, DiFMUP fluorescence; 0 = plate median, 100 = signal doubled; activation, % at 2 µM; 96,000 tested, 0.11% active; AID 697;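 active = activation at 2 µM above a set limit, the mean plus 5 SD, cut at about 37% in these data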
PTK2B oligo ant = antagonists of human Pyk2 oligomerization; Q293 cells, Pyk2 FERM NanoBiT luminescence; stronger effect = lower value; z-score (the deposit names both 25 µM and 10 µM); AID 1347419; 99,000 tested, 0.83% active; Q14289;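 active = Z-score of -3 or lower, scaled per plate to the spread of control and sample wells; inactive = z-score above -3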;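 also: negative z-score means lost luminescence so less FERM oligomerization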
Target sequence (Q14289 whole entry, looked up): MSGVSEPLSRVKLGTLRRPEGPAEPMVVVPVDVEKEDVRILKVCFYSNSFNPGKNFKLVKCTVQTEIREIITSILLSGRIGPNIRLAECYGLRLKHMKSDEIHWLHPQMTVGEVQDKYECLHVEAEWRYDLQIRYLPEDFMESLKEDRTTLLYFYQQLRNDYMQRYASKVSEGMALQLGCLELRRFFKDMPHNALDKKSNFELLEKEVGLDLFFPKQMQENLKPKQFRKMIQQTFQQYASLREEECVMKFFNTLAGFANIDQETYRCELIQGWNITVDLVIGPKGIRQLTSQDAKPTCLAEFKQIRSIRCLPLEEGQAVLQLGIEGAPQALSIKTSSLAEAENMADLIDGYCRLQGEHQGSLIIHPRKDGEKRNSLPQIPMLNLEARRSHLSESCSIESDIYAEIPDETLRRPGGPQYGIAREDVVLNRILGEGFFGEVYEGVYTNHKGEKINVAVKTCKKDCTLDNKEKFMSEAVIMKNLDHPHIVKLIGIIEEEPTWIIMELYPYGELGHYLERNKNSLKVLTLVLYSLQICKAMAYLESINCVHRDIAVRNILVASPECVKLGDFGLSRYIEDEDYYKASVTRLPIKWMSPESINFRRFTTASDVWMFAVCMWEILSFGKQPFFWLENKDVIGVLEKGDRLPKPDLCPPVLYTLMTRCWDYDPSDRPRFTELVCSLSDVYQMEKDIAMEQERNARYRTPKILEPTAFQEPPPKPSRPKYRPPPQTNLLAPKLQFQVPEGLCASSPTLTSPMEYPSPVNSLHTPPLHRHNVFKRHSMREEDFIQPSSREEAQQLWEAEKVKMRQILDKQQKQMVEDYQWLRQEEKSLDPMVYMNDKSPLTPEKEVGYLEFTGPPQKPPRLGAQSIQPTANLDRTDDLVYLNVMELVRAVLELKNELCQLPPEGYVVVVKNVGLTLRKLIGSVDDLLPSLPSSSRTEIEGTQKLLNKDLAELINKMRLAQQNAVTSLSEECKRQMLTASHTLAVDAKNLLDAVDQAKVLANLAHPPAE
* marks the source's active call; other numbers are inactive results; . = no result given; & = joins results of further samples.

SMILES	Rev-RRE block	EphB4 antag	FAK inh	F-actin modifier	Plk1 PBD FP	PTPN22 inh 2	PLK1 kinase inh	LYP act	PTK2B oligo ant
O=C(O)CC(=O)Nc1ccccc1	2	-5	2	-8	-13	-2	-7	4	0.33
CCCn1nnnc1NCc1ccccc1OCc1cccs1	0	8	-2	6	8	-12	-1	7	0.01
CCCn1nc(Oc2nc(NCC)nc(NC(C)C)n2)ccc1=O	0	-10	-1	9	0	0	-12	2	1.6
CC1CCN(CCCn2c(=S)[nH]c3ccc(N4CCOCC4)cc3c2=O)CC1	3	-10	-10	-1	-16	8	-19	-4	-0.96
CCOC(=O)c1nn(-c2ccc(Cl)cc2)c2nc(-c3ccc(C)cc3)c(C#N)c(=O)n12	7	0	2	-12	-6	2	-27	1	-0.4
Cc1nnc(NC(=O)C(C)Sc2nncn2C)s1 (stereo not given)	-1	-3	-5	4	-19	-9	1	5	.
CCC(C)C(=O)Nc1c2c(nc3c1CCC3)CCCC2 (stereo not given)	2	2	0	35	-14	3	-20	0	0.58
CCCOc1ccc(Cn2c(=O)oc3ccc(C)cc32)cc1OC	10	13	-3	-14	-22	-6	-4	9	-1.9
CC1CCCN(c2nc3c(c(=O)[nH]c(=O)n3C)n2CCSc2nc3ccccc3o2)C1 (stereo not given)	2	-4	0	3	-11	3	13	-6	.
O=C(Nc1nnc(C2CCCCC2)s1)c1ccc(Br)s1	9	3	0	-5	-18	5	-8	-8	0.44
COc1ccc(C(=O)CCN2CCCCCC2)cc1	5	-6	0	15	-4	-5	-2	6	-0.03
CCOc1ccc2nc(NC(=S)NCc3ccccc3)sc2c1	6	0	0	-4	-17	6	-36	-4	0.33
c1ccc(-n2nnnc2SCc2cn3cccnc3n2)cc1	0	-10	0	-13	-21	-9	1	6	1.4
O=C([C@H](Cc1ccccc1)NS(=O)(=O)c1ccc(Cl)cc1)N1CC[C@@]2(O)CCCC[C@H]2C1	2	-7	1	-19	-10	-9	-3	13	-1.4
CCC1S/C(=C(\C#N)C(=O)NCc2ccco2)N(c2ccc(Br)cc2)C1=O (stereo not given)	11	1	3	-12	-27	2	-4	-3	-0.03
CCc1cc2c(-c3ccccc3)cc(=O)oc2c(CN2CCOCC2)c1O	4	-5	1	-12	-28	-6	-2	3	-1.2
COC(=O)c1ccc(C(=O)OC)c(NC(=O)N2c3ccccc3Sc3ccccc32)c1	15	-4	-4	8	-1	-1	-12	-1	-0.68
CS(=O)(=O)c1cnc(-c2ccccc2)nc1Oc1ccc(Cl)cc1	3	5	-2	18	2	0	-6	-2	1
Nc1nc(-c2ccc(Cl)cc2)nn1C(=O)c1cccnc1	2	8	2	6	-2	11	23	-11	0.57
O=C(NCc1cn2ccsc2n1)Nc1ccc(Cl)cc1	4	8	2	28	11	3	-13	-6	-0.62
COc1ccccc1NC(=O)CN1CCN(CC(=O)Nc2ccc(Cl)c(C(F)(F)F)c2)CC1	0	-1	-4	-7	12	5	-3	-5	0.79
O=c1[nH]c(SCc2nc3ccccc3n2Cc2ccccc2)nc2ccccc12	3	0	1	-13	8	-4	-14	2	-1.2
O=C(COc1ccc(Cl)cc1)N1CCN(c2cccc(C(F)(F)F)c2)CC1	28	3	-1	0	27	10	-10	-8	0.73
CC(=O)Nc1nc2c(ncn2COCCOC(C)=O)c(=O)[nH]1	4	3	-1	1	3	-2	-13	-2	.
O=C(Cn1c(=O)oc2cc(S(=O)(=O)N3CCCC3)ccc21)Nc1cccc(C(F)(F)F)c1	6	6	26*	21	-18	14	-8	-15	-0.06
O=C(COC(=O)c1ccccc1OCc1ccc(Cl)cc1)NC1CC1	9	5	6	23	-20	-3	0	6	0.12
CSCCC1NC2(C(=O)Nc3c2ccc(Cl)c3C)[C@@H]2C(=O)N(C3CCCC3)C(=O)[C@H]12 (stereo not given in full)	3	12	4	-30	-2	3	1	-4	0.06
COC(=O)c1cc(C(=O)CSc2nc(C)cc(C)n2)ccc1O	0	-8	-4	-59	21	-9	3	6	-0.22
O=C(NCc1ccco1)C(Cc1ccccc1)N1C(=O)c2ccccc2C1=O (stereo not given)	3	9	1	15	-13	3	-19	-2	-0.6
COc1ccc(CCNS(=O)(=O)c2ccc3c(c2)CCN3C(=O)CCC(=O)O)cc1OC	5	0	-2	9	-12	-2	-16	-2	0.64
CCOC(=O)c1cc2sc(C)cc2n1CC(=O)N1CCOCC1	0	8	-2	7	-7	7	0	-5	-0.06
O=C(CN1CCC(c2nc3ccccc3s2)CC1)NCc1cccs1	12	3	1	7	-22	4	-12	-8	0.13
COc1ccccc1-c1nnc(N(C)C(=O)C2CCCO2)s1 (stereo not given)	2	11	-3	-10	-16	1	-10	0	1.7
O=C(CSc1nccc(=O)[nH]1)Nc1ccc(S(=O)(=O)N2CCOCC2)cc1	4	-7	-2	7	4	1	-8	-1	-0.68
CCn1c(CC(=O)Nc2ccc(C)cc2)nnc1SCC(=O)Nc1nc(C)cs1	3	4	0	31	14	11	-10	-9	0.99
COc1ccccc1N1CCN(C(=O)CCNS(=O)(=O)c2ccc3c(c2)CCC(=O)N3)CC1	5	2	-2	17	-27	-4	-11	3	1.1
Cc1cc(CNC(=O)c2cc(Br)ccc2Cl)nn1C	8	7	-5	9	6	0	-2	-1	0.44
CNS(=O)(=O)c1cnccc1N1CCN(c2cccc(C(F)(F)F)c2)CC1	12	4	5	20	1	-3	-13	6	-2.2
NC12CCc3c(no[n+]3[O-])C1(O)CC(c1ccccc1)=[N+]2[O-] (stereo not given)	0	-5	-1	-10	13	-1	6	3	0
O=c1c2c(nc3c(-c4ccc(Cl)cc4)c[nH]n13)CCCC2	-3	-2	-8	30	0	-3	-6	3	-0.91
COc1ccc(N=c2sc3ccccc3n2C)cc1	9	5	-2	-16	-13	-1	-7	4	-0.75
COCC(=O)Nc1cccc(Br)c1	8	0	0	-1	-19	0	-2	0	-0.72
CCOC(=O)N1CCN(CCC(=O)Nc2cccc(Br)c2)CC1	7&3	2&0	-4&-1	-3&0	-22&3	2&6	-3&-11	-4&-2	0.59&0.6
COc1ccccc1CNC(=O)c1c(-c2ccccc2)nn(-c2ccccc2)c1C	7	1	-1	16	-21	-5	-8	4	-2
Cc1nc2cc(NS(=O)(=O)c3c(C)c(C)cc(C)c3C)ccc2s1	12	-2	2	2	-16	-12	-10	11	-3.8*
CC(=O)/C(=N\Nc1ccc(C)cc1)N1CCOCC1	5	10	4	-6	0	-6	-9	10	0.62
CCc1ccccc1N(CC(=O)NCc1ccco1)C(=O)c1snc(C(N)=O)c1N	10	2	41*	24	3	-5	-3	2	0.53
CN(C(=O)c1cccnc1)c1nnc(-c2ccccn2)s1	2	-8	4	20	-11	-9	-5	7	0.44
CCCCn1c(SCC(=O)N2CCCC2)nnc1-c1ccccc1	-2	-5	-3	-11	-7	-6	-12	6	-0.21
O=C1N(CN2C(=O)C3(OCCO3)c3ccccc32)c2ccccc2C12OCCO2	4	7	-5	-11	-38	-1	5	-2	-0.58
Other results
SMILES	Rev-RRE block	EphB4 antag	FAK inh	F-actin modifier	Plk1 PBD FP	PTPN22 inh 2	PLK1 kinase inh	LYP act	PTK2B oligo ant
c1ccc(OCCOCCSc2ncccn2)cc1	5	-11	-1	6	-23	-1	-10	-1	0.09
Cc1ccccc1NC(=S)NNC(=O)c1csc2c1CCC(C)C2 (stereo not given)	-1	-1	-1	-21	11	7	-10	-4	-0.6
O=C(N/N=C/c1ccc(Cl)cc1Cl)C1CCN(c2ncc(C(F)(F)F)cc2Cl)CC1	4	5	-7	-27	-42	8	-7	-5	.
CC(=O)c1ccc(OC(=O)c2ccc(Br)o2)cc1	-1	-2	1	-33	-32	-1	2	0	0.65
CCC(NC(=O)c1cccc(Cn2nc(C)c([N+](=O)[O-])c2C)c1)c1ccc(C(C)C)cc1 (stereo not given)	7	3	2	9	-13	-10	-8	11	-1.4
Cc1cc(NC(=O)CSc2nc3ccccc3[nH]2)no1	9	4	-1	-13	-5	-9	1	8	0.72
COC(=O)C1CCN(C(=O)COc2cc3sc(C)nc3c3sccc23)CC1	7	-9	1	-5	14	-8	-15	5	-0.89
COc1ccccc1NC(=O)c1cc(C(=O)O)ccc1C(=O)O	5	-6	0	5	-2	-4	-11	5	-0.31
COC(=O)c1c(NC(=O)Nc2ccc(Cl)cc2)sc(C)c1C	7	-2	0	-6	19	2	2	0	0.93
N#CC1(Cc2ccc(Cl)cc2)c2ccccc2C=CN1C(=O)c1ccccc1 (stereo not given)	15	8	2	1	17	6	-16	-6	1.1
Cc1cc(C(=O)Nc2ccc(N3CCOCC3)cc2)c2ccccc2n1	3	-6	-3	5	-16	-8	0	5	-0.32
COc1ccc(C2C(C(=O)N3CCN(c4ccc(OC)cc4)CC3)c3ccccc3C(=O)N2C)cc1 (stereo not given)	0	-9	-2	-27	2	0	-3	4	-0.32
O=C(c1cc2ccccc2o1)N1CCN(c2ccccc2Cl)CC1	9	5	-5	6	21	9	-4	-10	-1.3
Cc1ccc(CN(C)CCc2ccccn2)cc1	7	2	-3	-11	14	10	-9	-8	-0.17
NC(=O)c1ccc(NC(=O)c2ccc(CN3CCOCC3)cc2)cc1	4	2	-1	4	-5	13	-3	-13	0.27
COc1ccc(-c2nnc(SCC#CCO)o2)cc1OC	-2	-2	-12	22	-8	7	-5	-9	0.2
CCOc1ccccc1-c1nc(-c2cc3ccccc3nc2OC)no1	12	0	3	-2	4	-2	-15	0	-1.6
Cc1ccc(C(=O)Oc2ccc(C(=O)COC(=O)C3CC(=O)N(Cc4ccco4)C3)cc2)cc1 (stereo not given)	-3	3	7	-10	2	0	-9	2	0.87
COc1ccc(NC(=S)Nc2nc(CC(=O)Nc3ccccc3OC)cs2)cc1	7	8	5	3	-22	6	5	-3	-2.3
Cc1cc(O)c(C(C)C)cc1NS(=O)(=O)c1ccccc1	5	6	1	6	-10	-7	-1	5	-0.59
CCn1c(=S)sc2c(=O)[nH]c(C)nc21	5	1	0	-11	7	0	58*	-5	-0.6
Cc1ccc(S(=O)(=O)N2CC3CCC2C3)cc1 (stereo not given)	0	1	0	15	3	-5	-9	1	0.71
O=C(c1cccc(OC(F)F)c1)N1CCN(c2ncccn2)CC1	2	-2	1	20	-16	-13	3	9	0.29
O=C(CCS(=O)(=O)Cc1ccccc1F)N1CCc2ccccc2C1	4	-3	0	56	6	-7	-8	4	0.24
Cn1cccc1C(=O)NC(=O)COC(=O)Cc1coc2ccc3ccccc3c12	17	5	7	15	4	4	-18	-4	-0.41
CCOc1ccc(-c2nnn(CC#N)n2)cc1OC	7	6	2	-28	-9	-8	-6	7	-0.15
O=C(NCc1cccs1)c1ccc2c(c1)ncn2C1CCCC1	6	-2	11	32	-13	-5	-12	1	-0.67
CC(C)N(C(=O)CSc1nn2c(=O)c(C(C)(C)C)nnc2s1)c1ccccc1	8	5	-2	-16	3	-1	3	2	-1
CCOC(=O)C1CCCN(S(=O)(=O)c2ccc(OC)cc2)C1 (stereo not given)	9	2	2	10	-11	-15	-6	16	0.37

Source: PubChem BioAssay
